TRPC4 potent = positive allosteric modulators of TRPC4, primary screen, cell-based, mouse TRPC4beta, HEK293 mu-opioid, Fluo-4 calcium | DAMGO EC20, Fluo-4 Ca2+ flux; stronger effect = higher value | 0.42% of 310,000 active | Short transient receptor potential channel 4 (Mus musculus), Q9QUQ5 | AID 2227, 2009 | B-score at 10 µM;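 active means B-score of calcium response area above 5 SD of library B-scores, with initial fluorescence ratio within 5 SD of library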;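 further: B-score of integrated fluorescence ratio over time as area under calcium response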
MrgX1 allo act = positive allosteric modulators of MrgX1, primary screen, HEK293 cells, Fluo-4 calcium flux. Mas-related G-protein coupled receptor member X1 (Homo sapiens), Q96LB2. FDSS; stronger effect = higher value. 0.63% of 310,000 active. B-score at 10 µM;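 active means plate-corrected calcium response at least 3 library SD above typical, normal starting fluorescence, not activating the receptor alone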;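 further: compound read alongside a low EC10 to EC30 dose of BAM8-22 agonist; peak minus trough fluorescence over baseline measured at the second addition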
MrgX1 antag = antagonists of human MrgX1 receptor, primary screen, HEK293 cells, Fluo-4 calcium flux; Mas-related G-protein coupled receptor member X1 (Homo sapiens), Q96LB2; BAM8-22 antagonism; stronger effect = lower value; 1.3% of 310,000 active; B-score at 10 µM;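 active means calcium-response B-score plate-corrected more than 3 library SD below zero, starting fluorescence within 5 deviations, no agonist response on first addition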;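 further: peak minus trough fluorescence over baseline after final BAM8-22 challenge near maximal dose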
TRPC6 activator = mouse TRPC6 channel activators, primary screen, cell-based, HEK293, membrane potential dye. HEK293-TRPC6 membrane potential dye fluorescence; stronger effect = higher value. B-score at 10 µM. 0.13% of 310,000 active;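 active means B-score of the integrated fluorescence ratio above library mean plus 3 SD, and starting fluorescence ratio within library mean plus 5 SD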;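 further: higher score means more depolarization so channel activation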
TRPC6 inhibitor = mouse TRPC6 channel inhibitors, primary screen, cell-based, HEK293, membrane potential dye; ACh-evoked depolarization; stronger effect = lower value; B-score at 10 µM; 1.1% of 310,000 active;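 active means B-score under library mean minus 3 SD, initial fluorescence not abnormally high, positive integrated signal ratio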;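 further: B-score derived from integrated fluorescence ratio over the kinetic read; more negative B-score means stronger inhibition of depolarization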
SKKanGAS inh = S. pyogenes SKKanGAS growth inhibitors in kanamycin, primary screen, streptokinase expression inhibitor project, SKKanGAS strain, BacTiter-Glo luminescence; 6 h; inhibition, % at 7.5 µM; 1.3% of 300,000 active;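 active means mean replicate score, as percent of positive control median, at least 50; inconclusive means mean below 50 but one replicate at or above 50; inactive means mean and every replicate below 50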;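 further: strain carries kanamycin resistance gene driven by streptokinase promoter and grows in 40 µg/ml kanamycin; loss of luminescence reflects streptokinase promoter inhibition or plain growth inhibition; 0% = median of DMSO wells and 100% = positive control at its reference dose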
ANO1 block = TMEM16A chloride channel inhibitors, primary screen, cell-based, HTS; Anoctamin-1 (Mus musculus), Q8BHY3; HEK293 TMEM16A/YFP iodide influx fluorescence, ionomycin; normalized B-score (activity score, 25-100; higher = stronger inhibition) at 10 µM; 1.2% of 310,000 active; AID 588511, 2011;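 active means ratio plate-corrected score three or more library SD toward inhibition, starting fluorescence score within five deviations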;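 further: score derived from kinetic fluorescence span divided by baseline fluorescence per well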
Target sequence (Q8BHY3 whole entry, looked up): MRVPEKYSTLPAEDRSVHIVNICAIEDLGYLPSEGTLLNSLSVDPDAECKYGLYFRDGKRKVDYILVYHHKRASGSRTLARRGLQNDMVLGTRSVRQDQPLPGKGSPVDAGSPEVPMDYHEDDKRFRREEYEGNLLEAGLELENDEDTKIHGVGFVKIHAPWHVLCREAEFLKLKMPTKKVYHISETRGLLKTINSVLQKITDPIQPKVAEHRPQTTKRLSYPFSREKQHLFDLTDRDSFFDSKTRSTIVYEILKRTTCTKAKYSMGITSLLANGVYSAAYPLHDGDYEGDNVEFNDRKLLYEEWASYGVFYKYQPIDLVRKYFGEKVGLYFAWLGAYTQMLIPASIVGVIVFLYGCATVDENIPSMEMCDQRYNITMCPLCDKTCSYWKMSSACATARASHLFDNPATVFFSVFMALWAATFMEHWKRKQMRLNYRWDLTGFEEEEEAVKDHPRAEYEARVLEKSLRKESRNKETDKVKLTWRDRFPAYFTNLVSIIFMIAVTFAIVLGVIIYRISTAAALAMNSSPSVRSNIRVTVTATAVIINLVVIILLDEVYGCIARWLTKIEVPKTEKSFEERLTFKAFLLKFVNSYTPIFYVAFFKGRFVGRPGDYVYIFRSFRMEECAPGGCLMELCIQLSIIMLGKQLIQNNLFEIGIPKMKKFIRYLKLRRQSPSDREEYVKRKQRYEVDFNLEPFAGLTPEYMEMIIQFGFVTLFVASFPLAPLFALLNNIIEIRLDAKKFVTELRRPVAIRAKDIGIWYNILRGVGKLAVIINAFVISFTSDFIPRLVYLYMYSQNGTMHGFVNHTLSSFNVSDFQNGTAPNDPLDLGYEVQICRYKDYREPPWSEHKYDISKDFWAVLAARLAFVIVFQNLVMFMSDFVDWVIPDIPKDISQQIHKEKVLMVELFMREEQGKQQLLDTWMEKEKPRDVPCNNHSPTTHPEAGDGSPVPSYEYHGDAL
TRPC4 agonist = activators of mouse TRPC4 channel, primary screen, Fluo4 calcium, HEK293 TRPC4beta/mu-opioid cells; Fluo4 calcium fluorescence; stronger effect = higher value; 0.49% of 310,000 active; B-score at 10 µM; AID 2237, 2010;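 active means B-score above 5 SD of library B-scores, and initial fluorescence ratio not above library mean plus 5 SD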;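 further: positive B-score marks a calcium rise read as TRPC4 activation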
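System – HEK293 cells stably co-expressing mouse TRPC4beta and mu-opioid receptor · Signal – Fluo4 calcium-sensitive dye fluorescence, kinetic, 1 Hz baseline · Benchmarks – buffer (low) and maximal DAMGO (high) · Read-out – B score of integrated fluorescence ratio per well · Incubation – dye loading 45 min room temperature, 110 s kinetic read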
MrgX1 agonist = agonists of human MrgX1 receptor, primary screen, HEK293 cells, Fluo-4 calcium flux. 0.44% of 310,000 active. Mas-related G-protein coupled receptor member X1 (Homo sapiens), Q96LB2. AID 588627, 2011. Fluo-4 calcium fluorescence, agonist mode; stronger effect = higher value. B-score at 10 µM;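 active means calcium response B-score plate-corrected fluorescence ratio at least 3 library SD, with starting fluorescence B-score inside 5 SD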
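times = overnight plating, then 30 min 37 °C plus 30 min room-temperature dye loading | assay system = stable human MrgX1 HEK293 cell line | input = fifteen thousand cells per well | signal = kinetic calcium dye fluorescence, Fluo-4 NW | dosing = compound delivered in addition one of three | read-out = B-scored fluorescence response ratio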
TRPC4 block = inhibitors of mouse TRPC4 channel, primary screen, Fluo4 calcium, HEK293 TRPC4beta/mu-opioid cells; Short transient receptor potential channel 4 (Mus musculus), Q9QUQ5; B-score at 10 µM; 0.39% of 300,000 active; AID 2247, 2010; DAMGO-evoked Fluo4 calcium flux; stronger effect = lower value;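 active means B-score over 3 SD under the library average, no early fluorescence shift, positive overall ratio signal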
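Material: HEK293 cells with stable TRPC4beta plus mu-opioid receptor expression; probe or stimulus: DAMGO in two steps, submaximal then maximal; technique: Fluo4 calcium fluorescence by kinetic imaging, 5 s 1 Hz baseline; measure: integrated fluorescence ratio relative to baseline, converted to per-well B score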
TMEM16A act = TMEM16A chloride channel activators or potentiators, primary screen, cell-based, HTS. B-score at 10 µM. 0.3% of 340,000 active. Anoctamin-1 (Mus musculus), Q8BHY3. HEK293 TMEM16A/YFP-H148Q/I152L, iodide quench fluorescence; stronger effect = lower value;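 active means fluorescence-ratio B-score plate-corrected deviation score at least 3 library SD below zero, with starting fluorescence score within 5 deviations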;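 further: channel opened by trigger with iodide after compound preincubation; score built on the fluorescence ratio of max minus min over baseline; more negative score means more quench and so TMEM16A activation or potentiation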
Active calls of the source: *; i = inactive; ? = inconclusive; . = no result given.

SMILES	TRPC4 potent	MrgX1 allo act	MrgX1 antag	TRPC6 activator	TRPC6 inhibitor	SKKanGAS inh	ANO1 block	TRPC4 agonist	MrgX1 agonist	TRPC4 block	TMEM16A act
CSC(=NCc1cccnc1)NS(=O)(=O)c1cccs1	i	i	i	i	i	-1	i	i	i	i	i
CC(=O)c1ccc(NC(=O)c2ccc3nc(-c4ccco4)c(-c4ccco4)nc3c2)cc1	i	i	-6.7*	i	i	14	i	i	i	i	i
O=C(CN1CCN(c2ncccn2)CC1)NCCC1=CCCCC1	i	i	i	i	i	7	i	i	i	i	i
CC(=O)NC(=S)Nc1ccc(NC(=S)NC(=O)c2cccs2)cc1	i	i	i	i	i	?	i	i	i	i	i
CC(=O)NCCc1nc2cc(NC(=O)c3ccc(F)cc3)ccc2n1C	i	i	i	i	i	-1	i	i	i	i	i
N#CCSc1nnc(-c2sc3ccccc3c2Cl)o1	i	i	i	i	i	-5	i	i	i	i	i
CCC(=O)NC(c1ccc(C)cc1)c1cc([N+](=O)[O-])c2cccnc2c1O (stereo not given)	i	i	i	i	i	87*	i	i	i	i	i
COc1ccc(OC)c(S(=O)(=O)Nc2ccc(C(C)=O)cc2)c1	i	i	i	i	i	3	i	i	i	i	i
Cc1ccc(C(=O)N2CCN(S(=O)(=O)N3CCCCC3)CC2)cc1	i	i	i	i	i	3	i	i	i	i	i
CC(=O)Nc1cccc(N2C(=O)CCC2=O)c1	i	i	i	i	i	4	i	i	i	i	i
COC(=O)c1ccc(NC(=O)C2CCCN2S(=O)(=O)c2ccc(F)cc2)cc1 (stereo not given)	i	i	i	i	i	-2	i	i	i	i	i
O=C(NC(=S)Nc1ccccc1N1CCCCC1)c1cccs1	i	i	i	i	i	-15	i	i	i	i	i
CN(C)C(=O)CN1C(=O)NC2(CCCc3ccccc32)C1=O (stereo not given)	i	i	i	i	i	-18	i	i	i	i	i
Cc1nnc(NC(=O)CSC2=NN3CCCC(=O)N=C3S2)s1	i	i	i	i	i	0	i	i	i	i	i
Cc1ccc(C(=O)NCCS(=O)(=O)N2CCN(c3ccccc3F)CC2)cc1[N+](=O)[O-]	i	i	i	i	i	-1	i	i	i	i	i
COc1cccc(CNC(=O)CCNS(=O)(=O)c2cccc3nonc23)c1	i	i	i	i	i	5	i	i	i	i	i
CC(=O)Nc1ccc(S(=O)(=O)N[C@@H](C)C(=O)N2CCN(c3ccccn3)CC2)cc1	i	i	i	i	i	-8	i	i	i	i	i
O=C(OCC(=O)c1c[nH]c2ccccc12)c1ccc(Br)o1	i	i	i	i	i	-9	i	i	i	i	i
O=C(O)CCN1CCc2ccccc2C1c1cccs1 (stereo not given)	i	i	i	i	i	-4	i	i	i	i	i
CC(C)(C)OC(=O)NCCc1nnc(SCc2cccc(Cl)c2)o1	i	i	i	i	i	-4	i	i	i	i	i
CN(c1ccccc1C(N)=O)S(=O)(=O)c1ccccc1	i	i	i	i	i	3	i	i	i	i	i
CC1CCCC(NC2CCCCNC2=O)C1 (stereo not given)	i	i	i	i	i	3	i	i	i	i	i
CCOC(=O)c1c(NC(C)=O)sc2c1CCC(C=NCCCN(CC)CC)=C2Sc1ccccc1	i	i	i	i	i	14	i	i	i	i	i
Cc1ccccc1NC(=O)NCC1CCN(c2ccc(S(=O)(=O)N3CCOCC3)cc2)CC1	i	i	i	i	i	3	i	i	i	i	i
CCCCCCCCCCCCCCCC(=O)NCCc1c[nH]c2ccccc12	i	i	i	i	i	4	i	i	i	i	i
SMILES	TRPC4 potent	MrgX1 allo act	MrgX1 antag	TRPC6 activator	TRPC6 inhibitor	SKKanGAS inh	ANO1 block	TRPC4 agonist	MrgX1 agonist	TRPC4 block	TMEM16A act
Fc1c(F)c(F)c(CSc2nc3ccccc3[nH]2)c(F)c1F	i	i	i	i	i	3	i	i	i	i	i
Cc1ccc(Cl)c(OC(=O)Cn2cnc3c2c(=O)n(C)c(=O)n3C)c1	i	i	i	i	i	-18	i	i	i	i	i
COC(=O)CC(NC(=O)c1ccc(C)cc1)c1ccccc1 (stereo not given)	i	i	i	i	i	-5	i	i	i	i	i
Clc1ccc(C(c2nnnn2C2CCCC2)N2CCN(c3nc4ccccc4s3)CC2)cc1 (stereo not given)	i	i	i	i	i	15	i	i	i	i	-12*
Cc1noc(C)c1C(=O)Nc1ccc(N(C)C)cc1	i	i	i	i	i	7	i	i	i	i	i
COc1cc(/C=N/NC(=O)c2cccc3ccccc23)cc(OC)c1O	i	i	i	i	i	8	i	i	i	i	i
CN1CCN(Cc2cc(=O)oc3ccc(Cl)cc23)CC1	i	i	i	i	i	14	i	i	i	i	i
CCCn1c(=O)[nH]c(=O)c2c1nc(-c1ccc3c(c1)OCCO3)n2CCN1CCOCC1	i	i	i	i	i	9	i	i	i	i	i
COc1ccc(C(=O)C2CCN(C(=S)NCCc3ccc(OC)c(OC)c3)CC2)cc1	i	i	i	i	i	-1	i	i	i	i	i
O=C(NCC(=O)N1CCN(Cc2ccccc2)CC1)c1ccc(Cl)cc1	i	i	i	i	i	-1	i	i	i	i	i
CC(Oc1ccc(Cl)cc1)C(=O)Nc1ccc(S(=O)(=O)N2CCOCC2)cc1 (stereo not given)	i	i	i	i	i	5	i	i	i	i	i
CC1(C)Cc2c(sc3nc4n(c(=O)c23)CCC4)CO1	i	i	i	i	i	-1	i	i	i	i	i
Cc1ccc(C)c(NC(=O)CCN2CCCC(C)C2)c1 (stereo not given)	i	i	i	i	i	-1	i	i	i	i	i
CC(OC(=O)CSc1ccc([N+](=O)[O-])cc1)C(=O)NCc1ccco1 (stereo not given)	i	i	i	i	i	-10	i	i	i	i	i
Cc1ccccc1CN(c1ccc(C(=O)NCc2ccccn2)cc1)S(C)(=O)=O	i	i	i	i	i	-8	i	i	i	i	i
CC(=O)C1=C(C)NC(SCC(N)=O)=C(C#N)C1c1sccc1C (stereo not given)	i	i	i	i	i	3	i	i	i	i	i
O=C(CSc1nc(-c2ccco2)cc(C(F)(F)F)n1)NCCc1ccccc1	i	i	i	i	i	6	i	i	i	i	i
CCOc1cc(/C=C2\NC(=S)N(c3c(C)n(C)n(-c4ccccc4)c3=O)C2=O)ccc1O	i	i	i	i	i	4	i	i	i	i	i
CSCCC(NC(=O)COc1cccc2ccccc12)C(=O)O (stereo not given)	i	i	i	i	i	-20	i	i	i	i	i
Cc1[nH]c2ccc(C(=O)OCC(=O)NC3(C#N)CCCCC3)cc2c1C	i	i	i	i	i	2	i	i	i	i	i
NCc1ccc2[nH]c(=O)[nH]c2c1	i	i	i	i	i	-3	i	i	i	i	i
O=C(C1CCC(C(=O)N2CCc3ccccc32)CC1)N1CCc2ccccc21 (stereo not given)	i	i	i	i	i	9	i	i	i	i	i
CCOc1ccc(CN2CCN(C(=O)c3ccccc3)CC2)cc1	i	i	i	i	i	-2	i	i	i	-7*	i
O=C(NCc1ccco1)c1cccc(S(=O)(=O)N2CCCCC2)c1	i	i	i	i	i	.	i	i	i	i	i
CC(C)NC(=O)COc1coc(CN2CCN(c3ccccc3)CC2)cc1=O	i	i	i	i	i	3	i	i	i	i	i
SMILES	TRPC4 potent	MrgX1 allo act	MrgX1 antag	TRPC6 activator	TRPC6 inhibitor	SKKanGAS inh	ANO1 block	TRPC4 agonist	MrgX1 agonist	TRPC4 block	TMEM16A act
Cc1cccn2c(=O)c(/C=C(\C#N)C(N)=O)c(Oc3ccccc3)nc12	i	i	i	i	i	-6	i	i	i	i	i
CC1CCN(c2nc(-c3cccnc3)nc3scc(-c4ccccc4)c23)CC1	i	i	i	i	i	75*	i	i	i	i	i
Cc1nnc(C)n1/N=C/c1c(O)ccc2ccccc12	i	i	i	i	i	-2	i	i	i	i	i
COc1ccc(NC(=O)C(=O)NCCN2CCN(C(=O)c3cccc(Br)c3)CC2)cc1	i	i	i	i	i	16	i	i	i	i	i
O=S(=O)(NCC1CCCO1)c1ccc2oc3ccc(S(=O)(=O)NCC4CCCO4)cc3c2c1 (stereo not given)	i	i	i	i	i	-1	i	i	i	i	i
COc1cc(C(=O)Nc2cc(-c3nc4cc(C)ccc4o3)ccc2C)cc(OC)c1OC	i	i	i	i	i	5	i	i	i	i	i
COc1ccc(OCCn2ccnc2C)cc1	i	i	i	i	i	2	i	i	i	i	i
CC(=O)Nc1ccc(C(=O)OCC(=O)N(C)C2CCCCC2)cc1	i	i	i	i	i	-3	i	i	i	i	i
COc1ccc(NC(=O)COC(=O)C2CC3C=CC2C3)cc1 (stereo not given)	i	i	i	i	i	-1	i	i	i	i	i
N#Cc1ccc(OCC(=O)NCC2(N3CCCCC3)CCCCC2)cc1	i	i	i	i	i	-10	i	i	i	i	i
C[C@@H]1CCC[C@]2(O[C@@H](CCO)C[C@@H](O)[C@@H]2O)O1	i	i	i	i	i	-2	i	i	i	i	i
COc1ccc(S(=O)(=O)Nc2c(O)c3ccccc3oc2=O)cc1	i	i	i	i	i	0	i	i	i	i	i
CCOc1cccc(NC(=O)C2CCCN(S(=O)(=O)c3ccc(-n4cnnn4)cc3)C2)c1 (stereo not given)	i	i	i	i	i	3	i	i	i	i	i
CN(C)c1ccc(/C=N/NC(=O)CN2CCN(c3ccc(F)cc3)CC2)cc1	i	i	i	i	i	-1	i	i	i	i	.
